# Source: PubChem BioAssay
# HCV inhibitor = qHTS Assay for Inhibitors of Hepatitis C Virus (HCV); Huh7.5.1 HCVcc-Cre infection, luciferase reporter, 44 h; Potency, µM (highest dose often 41.8 µM), for the others: at the top dose activity change, negative = inhibition, most hits filed as inhibitors; 3.4% of 340,000 active; further: potency means the concentration at half of the fitted maximal effect
#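 HCVcc-Cre virus at an moi near 0.5 was added right after compound to cells cultured 4 h from seeding (1,000 cells/well). Luciferase activity was determined 44 h later, 15 min after substrate addition at RT.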
# Sm TGR block = qHTS Assay for the Inhibitors of Schistosoma Mansoni Peroxiredoxins | purified TGR, DTNB reduction, TNB absorbance 405 nm | 3% of 360,000 active | Potency, µM (series often up to 114 µM), for the others: at the highest dose activity change, negative = inhibition, most hits filed as inhibitors | AID 485364, 2010; further: potency means the concentration at half of the fitted maximal effect; nearly all actives have a fitted effect of over 60% in size
#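 TGR 20 nM + NADPH 100 uM (dispensed conc.), cpd preinc 15 min RT; start with NADPH (500 uM addition) then DTNB (15 mM addition). Kinetic TNB absorbance, 405 nm filter. Four-parameter Hill fit across titration.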
# HCMV inh = qHTS Assay for inhibitors of the human cytomegalovirus (HCMV) | AID 1259415, 2018 | HFF cells, HCMV-luciferase reporter, 72 h; hits give low values | activity change, negative = inhibition, % at 57.5 µM | 4.5% of 410,000 active; in the data active means activity change below about -60%; inconclusive means no clear call, values can overlap the other calls; inactive means above about -39%
#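 Screen run at 2 compound doses on HFFs infected with reporter HCMV, MOI 1 PFU/cell. Luciferase activity from cell lysates at 72 h post infection gave inhibition relative to buffer-only and Salinomycin wells.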
# AmpC no deterg = qHTS Inhibitors of AmpC Beta-Lactamase (assay without detergent); Potency, µM (highest dose often 57.1 µM), without a hit: top-dose activity change, negative = inhibition, usual class: inhibitors; P00811; AmpC nitrocefin hydrolysis, absorbance 480 nm, 0.0001% Triton; 0.52% of 330,000 active;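 further: potency means the concentration at half of the fitted maximal effect; plate controls were no compound for no effect and no enzyme for full effect; nearly all actives have a fitted effect of over 20% in size; some results filed as inactive show a strong effect at the top dose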
# Target sequence (P00811 whole entry, looked up): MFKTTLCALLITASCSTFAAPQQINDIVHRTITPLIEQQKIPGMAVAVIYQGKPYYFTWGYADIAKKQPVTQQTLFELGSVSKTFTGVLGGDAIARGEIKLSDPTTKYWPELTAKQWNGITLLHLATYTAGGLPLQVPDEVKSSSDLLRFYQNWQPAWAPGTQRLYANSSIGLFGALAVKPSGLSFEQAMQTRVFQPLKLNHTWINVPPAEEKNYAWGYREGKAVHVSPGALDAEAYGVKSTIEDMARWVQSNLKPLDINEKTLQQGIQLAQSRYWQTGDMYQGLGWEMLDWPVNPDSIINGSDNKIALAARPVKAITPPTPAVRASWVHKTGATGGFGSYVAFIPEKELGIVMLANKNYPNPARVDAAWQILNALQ
#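 20 mM phosphate pH 7.0 + 0.01% (detergent screen) or 0.0001% Triton X-100; 5.3 nM AmpC reagent; cpd preinc 15 min RT; nitrocefin (800 uM stock) to start; A480 q20 s × 4 min; Activity was normalised to no-enzyme and no-compound control wells.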
# Giardia FBPA inh = qHTS Assay for Inhibitors of Fructose-1,6-bisphosphate Aldolase from Giardia Lamblia | A8B2U2 | purified Giardia FBPA | Potency, µM (titrated, usually from 59.6 µM), inactives show at the top dose activity, negative = inhibition, usual class: inhibitors | 0.71% of 290,000 active | AID 2451, 2010; further: potency means the concentration at half of the fitted maximal effect; nearly all actives have a fitted effect of over 55% in size
# Target sequence (A8B2U2 whole entry, looked up): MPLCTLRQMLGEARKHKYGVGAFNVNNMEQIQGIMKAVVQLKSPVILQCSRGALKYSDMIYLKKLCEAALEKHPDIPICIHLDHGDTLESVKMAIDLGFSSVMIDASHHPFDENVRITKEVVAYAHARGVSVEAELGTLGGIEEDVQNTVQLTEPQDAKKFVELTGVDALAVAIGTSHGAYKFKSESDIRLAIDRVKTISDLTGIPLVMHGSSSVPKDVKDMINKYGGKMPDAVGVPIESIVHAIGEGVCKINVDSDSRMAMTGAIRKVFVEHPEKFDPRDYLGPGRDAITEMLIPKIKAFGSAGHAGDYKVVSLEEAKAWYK
#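 Giardia FBPA (40 nM reagent) was preincubated 10 min at RT with compound (up to 57.5 uM final), then substrate plus GAPDH/TPI/NAD/arsenate coupling system with diaphorase/resazurin was added; resorufin fluorescence (525/598 nm) was read after 20 min.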
# AmpC inh detg = qHTS Inhibitors of AmpC Beta-Lactamase (assay with detergent). P00811. AmpC hydrolysis of nitrocefin, absorbance 480 nm, 0.01% Triton. Potency, µM (top dose mostly 114 µM), without a hit: at the highest dose activity change, negative = inhibition, usual class: inhibitors. 0.041% of 370,000 active;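 further: potency means the concentration at half of the fitted maximal effect; 0% = no-compound wells and -100% = no-enzyme wells; nearly all actives have a fitted effect of over 25% in size; some results filed as inactive show a strong effect at the top dose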
#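 AmpC (5.3 nM in the dispensed reagent) in 20 mM phosphate pH 7.0 with 0.01% (detergent screen) or 0.0001% Triton X-100 was preincubated with compounds for 15 min at room temperature. Nitrocefin was then added from an 800 uM solution, and hydrolysis was followed at 480 nm.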
# * hit, by the source's call; ? = inconclusive; · = no result given; [ ] = another dose, or the depositor's remark. Unless noted, the call rests on the fitted dose curve; in most records, active means well fitted curve in the direction sought with a large enough effect; inconclusive means small, poorly fitted or top-dose-only effect, or another doubt; inactive means no such curve, though single readings can be large; an effect the other way counts as inactive or inconclusive. Unless noted, on the % scale 0 is the no-effect control and ±100 the full control effect.
1. O=C(NC(=O)c1cc([N+](=O)[O-])ccc1Cl)C1=C(N2CCCC2)COC1=O
2. Cc1ccc(CNC(=O)NC23CC4CC(CC(C4)C2)C3)cc1
3. O=C(CCc1ccccc1)NNC(=O)c1ccc(F)cc1
4. COc1ccc(NC(=O)CCN2C(=O)c3cccc([N+](=O)[O-])c3C2=O)cc1
5. O=C(CCNS(=O)(=O)c1ccccc1C(F)(F)F)NCCCN1CCOCC1

entry no.	1	2	3	4	5
HCV inhibitor	?	11%	4%	9%	-8%
Sm TGR block	·	-2%	-9%	-26%	·
HCMV inh	-25	?	-34	18	7
AmpC no deterg	-3%	-25%	80%[activator]	-11%	-13%
Giardia FBPA inh	·	-1%	-12%	14%	·
AmpC inh detg	·	?	-6%	-9%	·

6. Cc1ncc([N+](=O)[O-])n1CCOC(=O)c1ccc(Cl)cc1Cl
7. COc1ccc(OC)c(S(=O)(=O)n2nnc3ccccc32)c1
8. Cc1ccc(NC(=O)CN(C)S(=O)(=O)c2cccc3nsnc23)cc1Cl
9. Cc1ccc(COC(=O)c2nn(-c3ccccc3)nc2N)cc1
10. COc1ccc(-c2cc(-c3ccccc3)c(C#N)c(S(C)=O)n2)cc1 (stereo not drawn)

entry no.	6	7	8	9	10
HCV inhibitor	19%	6%	?	2%	22µM*
Sm TGR block	8%	-23%	1%	7%	2%
HCMV inh	-26	32	-16	-19	-99*
AmpC no deterg	13%	-25%	-29%	-14%	50%
Giardia FBPA inh	-27%	5%	3%	-2%	-2%
AmpC inh detg	1%	-9%	2%	8%	4%

# 4 compounds picked at random from those above:
8. Cc1ccc(NC(=O)CN(C)S(=O)(=O)c2cccc3nsnc23)cc1Cl
6. Cc1ncc([N+](=O)[O-])n1CCOC(=O)c1ccc(Cl)cc1Cl
9. Cc1ccc(COC(=O)c2nn(-c3ccccc3)nc2N)cc1
7. COc1ccc(OC)c(S(=O)(=O)n2nnc3ccccc32)c1

entry no.	8	6	9	7
HCV inhibitor	?	19%	2%	6%
Sm TGR block	1%	8%	7%	-23%
HCMV inh	-16	-26	-19	32
AmpC no deterg	-29%	13%	-14%	-25%
Giardia FBPA inh	3%	-27%	-2%	5%
AmpC inh detg	2%	1%	8%	-9%

# Next part:
11. O=S(=O)(c1ccc(-c2ccon2)s1)N1CCCC1
12. O=C(O)CCC(=O)N1N=C(c2ccccc2)CC1c1cccs1 (stereo not drawn)
13. COc1cccc(CNC(=O)c2cccs2)c1
14. CN(C)C(=O)/C=C\c1cn(-c2ccccc2)nc1-c1ccc2c(c1)OCCO2
15. CS(=O)(=O)c1ccc(C(=O)Nc2ccccc2Cl)cc1

entry no.	11	12	13	14	15
HCV inhibitor	-7%	4%	0%	-28%	16%
Sm TGR block	-2%	7%	20%	·	5%
HCMV inh	-23	-33	15	-85*	-11
AmpC no deterg	-19%	-18%	-11%	200%[activator]	-4%
Giardia FBPA inh	-2%	21%	7%	-15%	4%
AmpC inh detg	1%	-3%	-3%	3%	-5%

16. Cc1ccc(S(=O)(=O)Nc2nc3ccc(N)cc3s2)cc1
17. CC1(C)NC(=O)N(CC(O)COc2ccc(N3C(=O)c4ccccc4C3=O)cc2)C1=O (stereo not drawn)
18. CCCOc1ccc(C(=O)Nc2cc(-c3nc4cc(C)cc(C)c4o3)ccc2C)cc1
19. C=CCNC(=S)NC(=O)c1csc([N+](=O)[O-])c1
20. O=C(NCc1cnc2ccccn12)C1CCC(=O)N(Cc2cccc(F)c2)C1 (stereo not drawn)

entry no.	16	17	18	19	20
HCV inhibitor	17%	5%	·	6%	-13%
Sm TGR block	-25%	-20%	0%	?	-5%
HCMV inh	-17	-5	-20	-28	·
AmpC no deterg	-22%	5%	·	-26%	12%
Giardia FBPA inh	-20%	-1%	·	?	·
AmpC inh detg	7%	1%	-3%	2%	-4%

21. NC(CO)C12CC3CC(CC(C3)C1)C2 (stereo not drawn)
22. O=C(C#Cc1cccc([N+](=O)[O-])c1)c1ccccc1
23. CS(=O)(=O)c1ccc(Cl)c(NC(=O)CSc2nnc(C3CC3)n2C2CC2)c1
24. CCOc1ccc(CNC(=O)c2cnc3sc(N(CC)CC)nn3c2=O)cc1
25. Cc1ccc(NCc2n[nH]c(=S)n2-c2ccccc2)cc1Cl

entry no.	21	22	23	24	25
HCV inhibitor	15%	·	11%	·	2%
Sm TGR block	15%	-29%	-5%	4%	1%
HCMV inh	33	·	0	-8	?
AmpC no deterg	-30%	-28%	3%	·	-26%
Giardia FBPA inh	-2%	-1%	·	·	15%
AmpC inh detg	-2%	1%	2%	17%	-8%

26. C=CCn1c(SCC(=O)NCc2ccco2)nc2sc3c(c2c1=O)CCCC3
27. N#CCCn1nc(-c2ccc(Cl)cc2)cc1Nc1ccccc1NC(=O)C(F)(F)F
28. CCOc1ccc(CCNC(=O)COn2nnc3ccc(S(=O)(=O)N4CCOCC4)cc32)cc1OCC
29. COCCNC(=O)CC(c1ccccc1)c1ccccc1
30. CCN(CC)c1nn2c(=O)c(C(=O)NCc3ccccc3Br)cnc2s1

entry no.	26	27	28	29	30
HCV inhibitor	0%	-9%	?	16%	·
Sm TGR block	-20%	-1%	-2%	-5%	4%
HCMV inh	-17	27	-4	-5	11
AmpC no deterg	-19%	30%	78%[activator]	8%	·
Giardia FBPA inh	3%	3%	·	10%	·
AmpC inh detg	?	0%	?	-11%	19%

31. CC(NC(N)=O)C(=O)Nc1ccc(Cl)c(S(=O)(=O)Nc2ccc(Br)cc2)c1 (stereo not drawn)
32. O=C(Cn1c(-c2ccccc2Cl)nc2ccccc21)Nc1cccc(Cl)c1
33. Cc1ccc(-n2nc(C)cc2N)c(C)c1
34. CCn1nc(C(=O)N[C@@H](CCSC)c2nc3ccccc3[nH]2)c2ccccc2c1=O
35. Cn1c(SCC(=O)Nc2ccccc2[N+](=O)[O-])nnc1C(F)(F)F

entry no.	31	32	33	34	35
HCV inhibitor	9%	-8%	14%	-13%	30%
Sm TGR block	-6%	-8%	-5%	-1%	7%
HCMV inh	32	21	13	66	-13
AmpC no deterg	-28%	-44%	-37%	35%	-5%
Giardia FBPA inh	8%	4%	1%	-4%	0%
AmpC inh detg	-6%	-11%	7%	8%	2%

36. O=C(NCCC1=CCCCC1)c1cc(-c2ccncc2)nc2ccccc12
37. CC(C)c1ccc(NC(=S)N2CCN(S(=O)(=O)c3ccccc3)CC2)cc1
38. COc1ccc2c(c1)sc1ncc(C(=O)NCc3cccc(Cl)c3)c(=O)n12
39. COc1ccc(OC)c(S(=O)(=O)Nc2cc3c(cc2N2CCCC2)n(C)c(=O)c(=O)n3C)c1
40. O=C(COc1ccccc1)Nc1nnc(COc2ccccc2)s1

entry no.	36	37	38	39	40
HCV inhibitor	14%	-1%	·	-8%	·
Sm TGR block	0%	-2%	1%	32µM*	2%
HCMV inh	?	-14	6	4	?
AmpC no deterg	155%[activator]	-42%	·	59%	-29%
Giardia FBPA inh	0%	·	·	?	·
AmpC inh detg	3%	1%	0%	?	2%

41. CC(=O)Nc1ccccc1C(=O)C(=O)Nc1ccc(C(=O)NCC2CCCO2)cc1 (stereo not drawn)
42. O=c1cc(O)c2ccc(O)cc2o1
43. Nc1nnc(CCCCc2cccs2)o1
44. Cc1ccc2nsnc2c1-n1c(C)nc2ccccc2c1=O
45. Cc1ccc2[nH]c3c(=O)n(Cc4ccncc4)cnc3c2c1

entry no.	41	42	43	44	45
HCV inhibitor	16%	14%	-4%	?	15%
Sm TGR block	-4%	0%	-24%	-1%	-1%
HCMV inh	-8	13	-32	-9	27
AmpC no deterg	-27%	-32%	-8%	1%	5%
Giardia FBPA inh	3%	6%	0%	3%	-1%
AmpC inh detg	4%	-7%	-5%	-6%	-6%

46. Cc1ccc(-n2nc(C)c3cc(C(=O)O)sc32)cc1
47. O=C(CNc1n[nH]c(=O)[nH]c1=O)N/N=C/c1cccnc1
48. CCCNS(=O)(=O)c1ccc(OCC(=O)N2CCCC2)cc1
49. CN(C(=O)COC(=O)c1cc([N+](=O)[O-])ccc1Sc1ccccc1)C1CCS(=O)(=O)C1 (stereo not drawn)
50. Cc1cc(C)c(NC(=O)Nc2ccccc2C)c(Cl)c1

entry no.	46	47	48	49	50
HCV inhibitor	-13%	-5%	3%	4%	-6%
Sm TGR block	-5%	-7%	·	12%	·
HCMV inh	-24	8	-34	-31	-39
AmpC no deterg	-7%	-9%	-5%	112%[activator]	1%
Giardia FBPA inh	12%	-2%	-2%	-20%	3%
AmpC inh detg	-1%	?	1%	6%	2%

51. COc1ccc(-c2noc(-c3cccs3)n2)cc1OC
52. Cc1cccc(CNC(=O)C2CCN(c3nn4cc(-c5ccc(F)cc5)nc4s3)CC2)c1
53. CCN(C(=O)CN1C(=S)NC(C)(C)CC1C)c1ccc(C)c(C)c1 (stereo not drawn)
54. Cc1cc(C)n2c(SCC(=O)NC3CCCCC3)nnc2n1
55. Cc1cccc(-n2c(C)cc(/C=N/NC(N)=S)c2C)c1

entry no.	51	52	53	54	55
HCV inhibitor	-78%	·	9%	3%	?
Sm TGR block	17%	-1%	7%	15%	6%
HCMV inh	122	0	?	51	-39
AmpC no deterg	-6%	·	61%[activator]	-24%	-59%
Giardia FBPA inh	-1%	·	2%	1%	0%
AmpC inh detg	0%	3%	-5%	4%	-13%

56. O=[N+]([O-])c1cccc(-c2noc(COc3ccccc3)n2)c1
57. C=CCOc1ccc(CNc2ccc3[nH]c(=O)[nH]c3c2)cc1OCC
58. CC(C)[C@H](NC(=O)[C@@H]1Cc2ccccc2CN1C(=O)OC(C)(C)C)C(=O)NCC1CCC(C(=O)O)CC1 (stereo partly drawn)
59. O=C(Nc1ccc(N2CCCCC2)cc1)c1ccccn1
60. CCC(Sc1nc(C)cc(=O)[nH]1)C(=O)Nc1sc2c(c1C#N)CCCC2 (stereo not drawn)

entry no.	56	57	58	59	60
HCV inhibitor	-9%	-8%	2%	-18%	-8%
Sm TGR block	7%	-17%	6%	-2%	-17%
HCMV inh	21	-34	25	·	-17
AmpC no deterg	-26%	146%[activator]	-2%	-5%	-32%
Giardia FBPA inh	6%	-3%	1%	-2%	5%
AmpC inh detg	4%	-11%	1%	-10%	-7%

61. CCNc1nc(NCc2ccccc2)nc(SCC(N)=O)n1
62. Cc1cc(C2(c3ccc(O)c(C)c3)C(=O)Nc3ccccc32)ccc1O
63. CC(C)C(=O)NC(=S)N(Cc1ccccc1)Cc1ccccc1
64. COC(=O)[C@@H](NC(=O)NCc1ccccc1Cl)C(C)C
65. CC(C)(C)c1ccc(OCC(=O)N2CCN(C=O)CC2)cc1
66. O=C(COc1cccc(-n2cnnn2)c1)NC1CCCCC1
67. COc1ccc(-c2[nH]ncc2-c2cnc(C)s2)c(O)c1
68. O=c1c2ccccc2nc(-c2ccco2)n1-c1ccc(Br)cc1

entry no.	61	62	63	64	65	66	67	68
HCV inhibitor	-1%	11%	8%	6%	18%	4%	-16%	?
Sm TGR block	-1%	3%	-7%	2%	5%	·	6%	-8%
HCMV inh	?	-80*	0	-16	9	11	-26	-23
AmpC no deterg	-14%	-35%	-5%	-5%	?	2%	-20%	-4%
Giardia FBPA inh	2%	-5%	7%	4%	1%	10%	-7%	3%
AmpC inh detg	5%	5%	?	-13%	?	-3%	?	0%
